# Screening data: PubChem BioAssay, several laboratories
# bCat nuc transl = modulators of beta-catenin nuclear translocation; HeLa beta-catenin nuclear translocation, immunofluorescence imaging; nuclear translocation activity, % at 5 µM; 190,000 tested, 0.3% active; AID 1665;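 active = nuclear translocation activity above 50% at 5 µM, with a well cell count of 50 or more; inconclusive = wells under 50 cells across six images, flagged as toxic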;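 note: per-cell ratio of nuclear to cytoplasmic median beta-catenin stain intensity; plate controls were DMSO negative control for no effect and GSK-3 inhibitor IX positive control for full effect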
#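 Read-out: Nuclear/cytoplasmic beta-catenin signal ratio, % activation | Assay system: Human HeLa cell line | Times: 24 h compound exposure at 37°C, 5% CO2 | Signal: Fluorescence imaging of beta-catenin antibody stain plus DAPI | Dosing: 5 µM primary, 0.02–20 µM confirmation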
# WT yeast gro inh = growth inhibition of WT yeast, mitochondrial fusion screen. AID 1362. 190,000 tested, 2.1% active. mitochondrial fusion phenotypic screen, WT strain. inhibition, % at 10 µM; in the data active = inhibition above about 58%; tested in S. cerevisiae
# West Nile virus CPE = West Nile virus antiviral activity, cell-based, CPE readout (AID 1621) | CPE inhibition, % at 10 µM; hits with a dose series show IC50 in µM | West Nile virus-infected cells, CPE inhibition; higher % means a stronger effect | 290,000 tested, 0.02% active; in the data active = a potency from the dose series; inconclusive = CPE inhibition mostly from about 3.7% at the one dose, without a potency; inactive = the rest, 99 in 100 with CPE inhibition below about 2.2%; note: strong numbers were not always called active
# Ins promoter up = MIN6 insulin promoter up-regulation. MIN6 insulin promoter-GFP reporter, high-content imaging; hits give high values. z-score at 5 µM. 190,000 tested, 0.3% active;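 active = z-score above 3 at 5 µM with at least 500 cells counted in the well; inconclusive = wells under 500 cells, flagged as cytotoxic or low count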
# T cell HTS = T cell immune modulators affecting CD8 T cell-vesicle binding; 2C CD8+ T cell-vesicle binding, flow cytometry; hits give low values; 330,000 tested, 0.068% active; calls only at 7 µM;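 active = response, share of CD8 T cells binding vesicles, and their 90th percentile fluorescence all below set limits, cut at about 80% in these data, passing the limit was not always enough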
#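 System: murine 2C transgenic CD8+ T lymphocytes; also added: QL9-loaded Drosophila micro-vesicles; times: binding 1.5 h at 37 °C; measured by: flow cytometry, PE anti-B7-1 (FL2) versus Alexa647 anti-CD8 (FL8), PFA-fixed; control set: Peptide-free naked vesicles (low) and QL9 vesicles with 0.7% DMSO vehicle (high)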
# Myeloid diff MLP = compounds promoting myeloid differentiation. ER-HoxA9 myeloid progenitors, lysozyme-GFP differentiation, flow cytometry. calls only at 10 µM. 360,000 tested, 1% active. AID 624256;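 active = normalized GFP-positive differentiation at or above the plate's own cutoff, the solvent-only control mean plus 3 SD; inconclusive = no clear call, values can overlap the other calls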;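 note: cells exposed to compound for four days before flow analysis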
# Lipid droplet = modulators of hepatic lipid droplet formation. AML12 mouse hepatocytes, oleate lipid droplets, BODIPY imaging. inhibition, % at 6.5 µM. 240,000 tested, 0.4% active;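 active = lipid droplet intensity inhibited by at least 50%, with more than 500 cells counted; inconclusive = wells with under 300 cells, treated as cytotoxic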
#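 Assay system: AML12 mouse liver cells | Compound dosing: One dose, 6.5 µM compound | Read-out basis: Droplet intensity reduction, % inhibition | Measured by: Fluorescence imaging, 20x objective, two fields per well | Schedule: Overnight treatment with compound plus oleate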
# Autophagy mod = modulators of autophagy; MEF GFP-LC3 puncta imaging; test concentration mostly 10 µM; calls only at 10 µM (by protocol); 190,000 tested, 0.98% active; AID 463193;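 active = percentage of spot-positive cells more than 3 SD above its plate mean, without a fluorescence outlier flag or 80% toxicity; inconclusive = no clear call, values can overlap the other calls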;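 note: spot-positive cell cutoff set from DMSO-treated cells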
# MT stabilize HCS = microtubule stabilization, imaging screen. HeLa tubulin immunostaining HCS, 24 h; share of cells brighter than vehicle mean+2SD. % tubulin-high responders, % at 10 µM. 200,000 tested, 0.83% active. AID 2205;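 active = plate Z-score above 3 for both tubulin-high and condensed-nucleus cell shares, with cell loss under 80%, at 10 µM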;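 note: anti alpha tubulin signal scored within the nucleus-defined area of each cell; some results filed as inactive read as strong as hits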
# WT yeast gro inh mutant strain = further read-out of WT yeast gro inh, marked with its call; inhibition, %; mitochondrial fusion phenotypic screen, mutant strain inhibition
# Ins promoter up cell count = recorded beside Ins promoter up, whose call it bears; cell count; measured here: cytotoxicity, nuclei count;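 total cells summed across four imaged fields per well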
# Lipid droplet cells 6.5 µM = recorded beside Lipid droplet, whose call it bears; cell count; measured here: cell count, cytotoxicity flag;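 cells counted across two imaged fields per well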
# bCat nuc transl cell count 5 µM = second read-out of bCat nuc transl, no call of its own (marks repeat the call); cell count; measured here: cell count, cytotoxicity flag
# T cell HTS vesicle-bound % = recorded beside T cell HTS, whose call it bears; double positive events, %; measured here: CD8+ vesicle-bound cell fraction;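 binding gate set so that unloaded-vesicle control wells show 10% double positive cells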
# MT stabilize HCS Hoechst-high % = recorded beside MT stabilize HCS, whose call it bears; % Hoechst-high responders; measured here: nuclear condensation Hoechst responders;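 share of cells brighter than vehicle mean plus two SD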
# MT stabilize HCS cytotoxicity % = further read-out of MT stabilize HCS, marked with its call; toxicity, %; measured here: cytotoxicity by cell density;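 0% = mean cell density of plate MIN control wells and 100% = no cells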
# Autophagy mod cell loss 18 h = also measured in Autophagy mod; calls as there; toxicity, %; measured here: cell loss, nuclei count;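 cell loss after 18 h compound exposure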
# Myeloid diff MLP GFP+ MAC1+ % = further read-out of Myeloid diff MLP, marked with its call; GFP+ MAC1+ double positive, %; measured here: differentiation confirmed by MAC1 staining
# * marks the source's active call; other numbers are inactive results; i = inactive; ? = inconclusive; nt = not tested or not shown; + = active, no number.
# Preview (two entries):
SMILES,bCat nuc transl,bCat nuc transl cell count 5 µM,WT yeast gro inh,WT yeast gro inh mutant strain,West Nile virus CPE,Ins promoter up,Ins promoter up cell count,T cell HTS,T cell HTS vesicle-bound %,Myeloid diff MLP,Myeloid diff MLP GFP+ MAC1+ %,Lipid droplet,Lipid droplet cells 6.5 µM,Autophagy mod,Autophagy mod cell loss 18 h,MT stabilize HCS,MT stabilize HCS Hoechst-high %,MT stabilize HCS cytotoxicity %
CN(C)CCCn1c(-c2ccccc2)nc(=S)c2c1CCCC2,-2.9,853,-19,9,-0.3%,0.11,1346,i,36,i,3.2,nt,nt,i,1,2.3,1.8,5.3
Cc1ccc(CSc2nnc(-c3ccncc3)n2CC2CCCO2)cc1 (stereo not drawn),0.1,1295,22,15,-1.1%,0.02,1620,i,6,i,0.0,nt,nt,i,0,1.5,1.4,1.0

# The listing, from the start:
SMILES,bCat nuc transl,bCat nuc transl cell count 5 µM,WT yeast gro inh,WT yeast gro inh mutant strain,West Nile virus CPE,Ins promoter up,Ins promoter up cell count,T cell HTS,T cell HTS vesicle-bound %,Myeloid diff MLP,Myeloid diff MLP GFP+ MAC1+ %,Lipid droplet,Lipid droplet cells 6.5 µM,Autophagy mod,Autophagy mod cell loss 18 h,MT stabilize HCS,MT stabilize HCS Hoechst-high %,MT stabilize HCS cytotoxicity %
CN(C)CCCn1c(-c2ccccc2)nc(=S)c2c1CCCC2,-2.9,853,-19,9,-0.3%,0.11,1346,i,36,i,3.2,nt,nt,i,1,2.3,1.8,5.3
Cc1ccc(CSc2nnc(-c3ccncc3)n2CC2CCCO2)cc1 (stereo not drawn),0.1,1295,22,15,-1.1%,0.02,1620,i,6,i,0.0,nt,nt,i,0,1.5,1.4,1.0
CN1CCN(C(=O)c2ccccc2N(Cc2ccccc2)S(=O)(=O)c2ccccc2)CC1,-1.4,1203,6,-6,0.3%,-0.84,880,i,58,i,0.8,-9,669,i,17,3.1,1.7,7.4
COc1ccc(C=O)cc1COc1c(F)c(F)cc(F)c1F,-0.9,1048,-11,3,0.1%,nt,nt,i,46,+,2.1*,12,667,i,-10,1.5,1.1,8.8
CNC(=S)N/N=C/c1ccc(-c2cc([N+](=O)[O-])ccc2Cl)o1,-0.2,1516,1,33,-0.9%,0.58,1318,i,63,i,0.1,-16,655,i,1,3.6,3.2,1.0
CC(C)Oc1cccc(C(=O)C2CCCN(C(=O)CCc3cnn(C)c3)C2)c1 (stereo not drawn),nt,nt,nt,nt,-1.1%,nt,nt,i,31,?,nt,-9,847,nt,nt,nt,nt,nt
COc1ccc(CC(=O)Nc2ccc(-c3cn4ccc(C)cc4n3)cc2)cc1,-2.1,1273,-14,-15,-0.4%,-0.64,861,i,4,?,nt,9,722,i,-7,2.6,0.9,6.4
COC(=O)C(C(=O)N1CCN(C)CC1)C1CCCCCC1 (stereo not drawn),-0.9,1086,-7,-5,0.0%,0.03,1765,i,27,i,1.1,-6,734,i,-7,3.6,2.1,5.6
CCOC(=O)C1=C(C)C(c2ccc(OC)cc2)NC(=S)N1 (stereo not drawn),-2.0,1213,-5,-4,0.7%,0.17,848,i,12,i,2.1,-1,788,i,-2,2.7,1.3,11
Cc1cccc(N2CCN(Cc3nc(-c4ccc(F)cc4F)oc3C)CC2)n1,-1.2,981,25,11,-0.7%,0.43,1476,i,29,i,0.3,-11,692,i,15,5.3,1.9,3.8
COc1cc2c(cc1OC)/C(=C/C#N)NC(C)(C)C2,2.9,1075,25,6,1.2%,-1.5,1268,i,58,i,0.9,nt,nt,i,-3,1.0,0.8,9.6
O=C(Nc1c(Cl)ccc2nsnc12)c1ccco1,0.0,1492,-16,11,0.1%,0.24,1475,i,61,i,0.7,20,692,i,14,5.4,2.8,7.2
O=C(NCc1cccnc1)NC(C(F)(F)F)C(F)(F)F,1.2,1176,-5,10,0.8%,0.05,1216,i,16,i,0.6,nt,nt,i,20,2.9,1.7,4.9
CCN(CC)CCCNC(=O)c1cc(-c2cccc(Cl)c2)on1,3.1,1402,-4,3,2.3%,-1.8,1267,i,18,i,0.8,nt,nt,i,1,4.1,2.1,8.7
Cc1cccc(NC(=S)N2CCN(C(=O)c3ccco3)CC2)c1,nt,nt,nt,nt,0.3%,nt,nt,i,9,i,0.8,-11,692,nt,nt,nt,nt,nt
Cc1c(C(=O)N2CCC(n3nccc3NC(=O)C3CC3)CC2)[nH]c2ccc(Cl)cc12,nt,nt,nt,nt,-0.1%,nt,nt,i,28,i,4.5,-1,711,nt,nt,nt,nt,nt
CC1CN(C(=O)Nc2ccc3snnc3c2)c2ccccc21 (stereo not drawn),-0.8,1214,10,1,-1.0%,0.23,1881,i,43,i,2.4,-45,620,i,-9,2.5,3.1,8.8
COc1ccccc1NC(=O)c1ccccc1NS(C)(=O)=O,nt,nt,2,-20,0.5%,-0.09,1283,i,37,i,1.0,-3,676,i,-2,1.2,1.4,15
C=C1SC(=Nc2c(C)cc(C)cc2C)N(C(=O)c2sc3ccccc3c2Cl)C12CCCCC2,-1.0,1164,nt,nt,-1.1%,0.23,1434,i,35,i,0.6,2,701,nt,nt,nt,nt,nt
COc1ccc(NC2CCCN(C(=O)c3ccncc3)C2)cc1 (stereo not drawn),nt,nt,nt,nt,-0.1%,nt,nt,i,50,i,2.8,-5,758,nt,nt,nt,nt,nt
O=C(CCC(NC(=O)OCc1ccccc1)C(=O)O)OCc1ccccc1 (stereo not drawn),nt,nt,nt,nt,0.6%,nt,nt,i,62,i,0.8,8,814,nt,nt,nt,nt,nt
COc1ccc(CC(=O)NCC(C)(C)N2CCOCC2)cc1,nt,nt,nt,nt,-0.5%,nt,nt,i,35,i,2.3,11,808,nt,nt,nt,nt,nt
N#C/C(=C\c1c(N2CCC(C(N)=O)CC2)nc2ccccn2c1=O)C(=O)NCc1ccco1,-0.8,1100,-6,-4,-0.2%,-0.06,1393,i,21,i,0.4,18,640,i,5,3.4,2.5,5.8
Cc1cccc(/C(N)=N/OC(=O)Cc2cccc3ccccc23)c1,-4.5,1097,42,35,-0.8%,0.28,1596,i,60,i,0.3,21,703,i,-36,2.6,2.0,2.9
COC(=O)c1sc2ccc(C)cc2c1C(=O)OC,nt,nt,20,9,0.6%,nt,nt,i,56,i,0.8,nt,nt,i,11,2.2,2.5,7.0
COCCC(=O)NC1CCCc2c1cnn2-c1cccc(C)c1C (stereo not drawn),nt,nt,nt,nt,-1.0%,nt,nt,i,70,i,0.7,-7,820,nt,nt,nt,nt,nt
Cc1cccc(NC(=O)CSc2nnc(NC(=O)CN3CCOCC3)s2)c1,nt,nt,-16,-6,0.2%,-0.9,776,i,65,i,0.6,nt,nt,i,-6,2.3,1.3,3.3
CCC1(c2ccc(Cl)cc2)NC(=S)N(c2ccc(C)cc2)N1 (stereo not drawn),0.1,564,68*,58*,0.1%,-0.03,1199,i,20,i,0.2,2,791,i,-4,3.7,2.2,13
Cc1cccc(C2(c3cccc(C)c3)OC(=O)c3ccccc32)c1,-1.1,1426,-8,-8,0.3%,-1.2,1404,i,50,+,1.2*,nt,nt,i,5,2.1,1.8,4.0
Cn1nnnc1SCC(=O)Nc1cc(C(F)(F)F)ccc1N1CCOCC1,-1.0,1080,-5,10,-1.6%,-1.5,1387,i,50,i,0.4,4,684,i,-3,1.4,2.4,7.6
O=C(NCC1CCCO1)c1cc(-c2ccc(Cl)cc2Cl)on1 (stereo not drawn),-3.6,1385,-1,-21,-1.3%,-0.25,1349,i,64,i,2.2,nt,nt,i,-1,2.3,1.0,3.4
CC1CCCN(CCCNC(=O)CN2C(=O)CSc3ccc(S(=O)(=O)N4CCOCC4)cc32)C1 (stereo not drawn),nt,nt,nt,nt,-0.4%,nt,nt,i,11,i,0.6,2,710,nt,nt,nt,nt,nt
CCOc1ccc(-c2ncncc2-c2ccc(OC)c(OC)c2)c(O)c1,nt,nt,nt,nt,0.1%,nt,nt,i,54,i,0.7,2,686,nt,nt,nt,nt,nt
C/C=C/C(=O)N1c2ccccc2C(C)=CC1(C)C,3.6,1072,14,6,-0.9%,-0.26,1329,i,45,i,0.7,23,686,i,2,2.0,1.8,7.3
O=C(Nc1nc(-c2ccccc2)cs1)c1cccc([N+](=O)[O-])c1C(=O)O,-1.6,1171,20,-3,1.4%,-0.22,1433,i,62,i,0.2,25,719,i,-4,9.5,1.4,5.5
C=C/C(C)=C/CC1C(=C)CCC2C(C)(C(=O)O)CCCC12C (stereo not drawn),0.1,1094,nt,nt,-0.1%,0.52,1020,i,46,i,3.5,-1,693,nt,nt,nt,nt,nt
Cc1cccn2c(=O)c3cc(C(=O)NCC4CCCO4)c(=N)n(Cc4cccnc4)c3nc12 (stereo not drawn),-6.3,1198,0,-7,-0.8%,-0.84,1002,i,59,i,0.3,2,774,i,20,2.2,3.0,3.4
Clc1ccccc1CSc1nnc(Cn2cnc3ccccc32)n1-c1ccccc1,nt,nt,4,-4,-1.3%,0.22,945,i,22,i,0.9,-13,756,i,-9,1.5,1.2,2.0
Cc1ccc(C(=O)/C=C/c2ccc(Br)cc2)o1,-0.7,1384,-5,4,?,-0.39,1531,i,55,+,6.3*,nt,nt,i,3,2.1,2.6,7.9
